Kir21 inh: inhibitors of mouse Kir2.1 inward-rectifier potassium channel. P35561. AID 1672. HEK293-Kir2.1, FluxOR thallium flux fluorescence; active compounds read low. B-score at 10 µM. 310,000 compounds, 0.85% hits;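 active = fluorescence ratio B-score at or below minus 3 SD of library scores, with starting-brightness B-score within 2 SD, cut at about -4.2 in these data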;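 also: channel flux triggered by added potassium and thallium sulfate stimulus; B-score of peak minus minimum fluorescence over baseline after thallium stimulus; more negative B-score means stronger Kir2.1 block with less thallium influx; some compounds called inactive have numbers as strong as hits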
Target sequence (P35561 whole entry, looked up): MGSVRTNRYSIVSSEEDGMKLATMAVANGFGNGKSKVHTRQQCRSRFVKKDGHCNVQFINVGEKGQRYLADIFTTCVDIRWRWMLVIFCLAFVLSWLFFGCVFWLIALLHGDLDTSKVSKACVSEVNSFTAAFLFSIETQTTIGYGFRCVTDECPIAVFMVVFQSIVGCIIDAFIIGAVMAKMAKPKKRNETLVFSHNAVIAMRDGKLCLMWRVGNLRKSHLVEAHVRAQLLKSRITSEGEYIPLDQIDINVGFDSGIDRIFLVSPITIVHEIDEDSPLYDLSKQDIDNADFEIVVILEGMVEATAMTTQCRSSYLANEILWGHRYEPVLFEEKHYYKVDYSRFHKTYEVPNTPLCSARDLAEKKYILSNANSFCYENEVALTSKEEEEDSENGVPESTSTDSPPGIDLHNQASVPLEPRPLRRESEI
CHT inh: human CHT choline transport inhibition; Q9GZV3; CHT-expressing cells, membrane potential dye, choline response; active compounds read low; B-score at 10 µM; 310,000 compounds, 0.86% hits; AID 488975;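 active = B-score over 3 SD under the library average, and starting fluorescence ratio not unusually high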;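 also: choline stimulus applied at its EC90 after an EC20 pre-addition; B-score computed on integrated fluorescence ratio after choline addition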
Target sequence (Q9GZV3 whole entry, looked up): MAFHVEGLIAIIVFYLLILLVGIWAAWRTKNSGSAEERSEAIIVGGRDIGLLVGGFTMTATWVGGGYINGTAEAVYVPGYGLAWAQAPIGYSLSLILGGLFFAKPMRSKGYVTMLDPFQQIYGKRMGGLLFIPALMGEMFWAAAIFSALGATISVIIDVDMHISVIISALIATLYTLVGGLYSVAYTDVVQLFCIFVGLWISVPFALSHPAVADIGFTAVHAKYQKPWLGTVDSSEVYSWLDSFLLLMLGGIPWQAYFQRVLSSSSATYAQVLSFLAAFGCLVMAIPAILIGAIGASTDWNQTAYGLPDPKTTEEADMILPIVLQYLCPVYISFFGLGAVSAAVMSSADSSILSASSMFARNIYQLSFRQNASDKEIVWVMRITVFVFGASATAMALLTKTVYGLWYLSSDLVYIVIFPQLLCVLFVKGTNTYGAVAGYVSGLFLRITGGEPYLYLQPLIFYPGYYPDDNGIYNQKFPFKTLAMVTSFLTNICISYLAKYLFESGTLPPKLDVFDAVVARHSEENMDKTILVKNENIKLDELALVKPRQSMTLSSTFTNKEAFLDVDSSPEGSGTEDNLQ
* marks the source's active call; other numbers are inactive results; i = inactive; / = no result given.

SMILES	Kir21 inh	CHT inh
O=C(c1ccco1)N1CCN(Cc2nnc(-c3ccccc3F)o2)CC1	0.21	i
CN1CCC(=O)N([C@H](CSc2ccc(Br)cc2)c2ccccc2)CC1	-0.03	i
CCn1c2ccccc2c2cc(CNCCCN3CCOCC3)ccc21	-1.9	i
Cc1c(C(=O)O)oc2ccc(S(=O)(=O)N3CCC(C)CC3)cc12	/	i
Cc1ccccc1NC(=O)C1CCN(S(=O)(=O)c2ccc3c(c2)NC(=O)C(C)S3)CC1 (stereo not given)	0.61	i
Cc1cccn2c(CN3CCNC(=O)CC3)c(C(=O)N(C)CCc3ccccc3)nc12	-0.09	i
Cc1nn(-c2ccccc2)c(Cl)c1/C=N/NC(N)=O	0.18	i
COc1cc2c(cc1NC(=O)COc1ccccc1OC)oc1ccccc12	-0.56	i
CN(C)c1cc(NC(=O)CN2CCCC2)c2ccccc2n1	1.15	i
Cc1cccc(CNC(=O)C2CCC(=O)N(C3CCCCCC3)C2)c1 (stereo not given)	-0.07	i
S=c1[nH]ccn1-c1c(Cl)cccc1Cl	-3.28	i
CN(C)c1cc2c(cc1NS(=O)(=O)c1ccccc1)n(C)c(=O)n2C	0.02	i
COc1ccc(Nc2ccnc(Nc3ccc(OC)cc3)n2)cc1	-6.52*	i
N#CCCCSC1=C(C#N)C(c2ccccc2Cl)CC(=O)N1 (stereo not given)	-1.64	i
CC1CCN(CC(=O)Nc2ccc(C(=O)N3CCCCC3)cc2)CC1	0.63	i
COc1cccc(NC(=O)CNC(=O)c2ccc(C)o2)c1	-0.08	i
COc1ccc(NS(=O)(=O)c2ccc(NC(=S)NC(=O)/C=C/c3ccc(C)cc3)cc2)nn1	0.83	i
COc1cccc(N(C(=O)Cn2nnc3ccccc32)C(C(=O)NCc2ccco2)c2cccnc2)c1 (stereo not given)	-1.47	/
Cc1cccc(C)c1NC(=O)C(C)Sc1n[nH]c(-c2ccncc2)n1 (stereo not given)	-1.22	i
CC(c1ccccc1)n1c(Br)nc2c1c(=O)[nH]c(=O)n2C (stereo not given)	-0.05	i
COC(=O)c1cc(NC(=O)/C=C/c2ccc3c(c2)OCO3)cc(C(=O)OC)c1	-1.19	i
Cc1cc(NC(=O)c2cccc([N+](=O)[O-])c2)n(-c2ccccc2)n1	1.12	i
Cc1cc(-c2nnc(SCC(=O)Nc3cccc(F)c3)n2N)n[nH]1	-0.42	i
O=C(CNC(=S)N(Cc1ccc(F)cc1)C1CCCCC1)NCC1CCCO1 (stereo not given)	0.09	i
COc1ccc(C(=O)Nc2cccc(C(C)=O)c2)c(OC)c1OC	-1.13	i
COc1ccc(N(Cc2cc3ccccc3[nH]c2=O)S(=O)(=O)c2ccc(OC)cc2)cc1	0.62	i
CC(C)=NNC1=NC(C)(C)Cc2ccccc21	-0.04	i
Cc1cc(C)n(CCC(=O)Nc2cccc(F)c2)n1	0.23	i
Cc1ccc(CC2CC(=O)N(CCc3ccccc3)C2=O)cc1 (stereo not given)	-0.9	i
Cc1cc(N2CCN(C)CC2)nc(-c2ccccc2O)n1	-0.94	i
OCCCn1c(C2CCCN2c2nc(-c3ccc(F)cc3)cs2)nc2cc(Cl)c(N3CCCCC3)cc21 (stereo not given)	-0.94	i
Cc1ccc(C(C(=O)NC2CCCC2)N(Cc2ccco2)C(=O)CCC(=O)Nc2cc(C)on2)cc1 (stereo not given)	0.49	i
COc1cccc(CN2CC(C(=O)NCC3CCOCC3)CCC2=O)c1 (stereo not given)	-0.41	i
O=C(NCC(=O)N(c1ccccc1F)C(C(=O)NC1CCCC1)c1ccncc1)c1ccco1 (stereo not given)	0.03	i
C=CCn1c(-c2c(C)nc3cc(C)ccn23)n[nH]c1=S	-1.37	i
CCOc1ccc(N2C(=O)/C(=C\c3ccc(OC)c(O)c3)S(=O)(=O)C2c2cccc([N+](=O)[O-])c2)cc1 (stereo not given)	1.78	i
COCCNC(=O)c1cc2c(=O)n3cccc(C)c3nc2n1C	-0.99	i
CCCCOc1ccc(C(C)NC(=O)C2CCCN(S(=O)(=O)CCC)C2)cc1 (stereo not given)	2.28	i
O=C(NCc1ccccn1)C1CCN(S(=O)(=O)c2cnc[nH]2)CC1	-1.26	i
COC(=O)c1[nH]c2cccc(OC)c2c1NC(=O)CCN1CCN(c2ccccc2F)CC1	0.78	/
Cc1occc1C(=O)Nc1nn[nH]n1	1.97	i
CC(C)CC(NC(N)=O)C(=O)Nc1ccc(Cl)c(Cl)c1 (stereo not given)	1.49	i
Cc1nn(-c2ccccc2)c2sc(C(=O)N(CC(=O)NC3CCCC3)Cc3ccco3)cc12	0.12	/
Cc1ccccc1CS(=O)(=O)Cc1ccc(C(=O)NCCCN2CCCC2=O)o1	0.42	i
CCOc1cc(/C=N/O)ccc1OCc1ccc([N+](=O)[O-])cc1	1.15	i
COc1ccccc1NC(=O)CCC(=O)N(Cc1ccc(OC)c(OC)c1)c1nccs1	0.92	i
Cc1nc(N)sc1C(=O)N/N=C/c1cccnc1	1.59	i
CCC(=O)Nc1ccccc1Oc1ccccc1	0.73	i
COc1cc(C2=NOC(C(=O)NCc3ccccn3)C2)cc(OC)c1OC (stereo not given)	1.56	i
Cn1c(=O)c2c(nc(SCc3ccccc3F)n2C)n(C)c1=O	0.1	i
COc1cccc(OC)c1C(=O)NC(=O)NNc1cc(C(F)(F)F)cc(C)n1	-1.47	i
Cc1cccc(N2CCN(C(=S)c3ccc(-c4ccccc4[N+](=O)[O-])o3)CC2)c1	0.11	i
Cc1cccc(N2CCN(C(=O)CSc3nc4ccccc4nc3N3CC(C)OC(C)C3)CC2)c1C (stereo not given)	0.11	i
COC(=O)c1ccc(NC(=O)Cc2ccccc2)cc1	0.22	i
O=C(CSc1nc(C(F)(F)F)cc(=O)[nH]1)N1CCOCC1	-1	i
CCCC[C@@H]1CNC(=S)N1CCCc1cc(OC)c(OC)c(OC)c1	-1.42	i
O=C(O)CCCNc1c(C(=O)Nc2ccc(Cl)cc2)cc([N+](=O)[O-])cc1[N+](=O)[O-]	-3.28	i
Cc1cc(C(c2ccc(C)o2)c2ccc(C)o2)c(O)c([N+](=O)[O-])c1	-1.57	i
Cc1ccc(S(=O)(=O)/N=C(\c2ccc(F)cc2)n2c(C)nc3ccccc32)cc1	-2.48	i
O=C(NNS(=O)(=O)c1ccccc1)C1CCN(S(=O)(=O)c2ccc(Cl)cc2)CC1	-0.23	i

Full records as entered above. Values in the order: Kir21 inh | CHT inh
COc1ccccc1NC(=O)CCC(=O)N(Cc1ccc(OC)c(OC)c1)c1nccs1 is entered as 0.92 | i
O=C(NNS(=O)(=O)c1ccccc1)C1CCN(S(=O)(=O)c2ccc(Cl)cc2)CC1 is entered as -0.23 | i
CCCC[C@@H]1CNC(=S)N1CCCc1cc(OC)c(OC)c(OC)c1 is entered as -1.42 | i
O=C(CSc1nc(C(F)(F)F)cc(=O)[nH]1)N1CCOCC1 is entered as -1 | i
Cc1nc(N)sc1C(=O)N/N=C/c1cccnc1 is entered as 1.59 | i

The results go on.
SMILES	Kir21 inh	CHT inh
C=CCn1c(SCC(=O)NC)nc2sc3c(c2c1=O)CCC3	1.03	i
Cc1ccc(CN2CCN(/N=C/c3ccc(C(F)(F)F)cc3)CC2)cc1	0.65	i
Cc1ccccc1OCC(=O)Nc1ccc2c(c1)n(C)c(=O)n2C	0.58	i
Cc1cccc(NS(=O)(=O)c2c(C)noc2C)c1	-1.11	i
Cc1ccc(C)c(NS(=O)(=O)c2csc(C(N)=O)c2)c1	-0.64	i
COc1cc2c(cc1OC)CN(CCC(C)c1ccc(Cl)cc1)CC2 (stereo not given)	-1.15	i
O=C(CN1C(=O)c2ccccc2C1=O)N1CCN=C1c1ccccc1	-0.28	i
Cc1cc(=O)n2nc(N3CCCC3C(=O)Nc3ccc(C(C)C)cc3)sc2n1 (stereo not given)	-1.57	i
COCCn1c(=O)c2ccccc2c2ccccc2c1=O	-1.38	i
CCOC(=O)Cn1nc(-c2ccccc2)c2cnc3ccc(CC)cc3c21	0.09	i
O=[N+]([O-])c1cc(C(F)(F)F)ccc1N1CCC(O)CC1	0.22	i
Cn1c(=O)c2c(nc(OC/C=C/c3ccccc3)n2C)n(C)c1=O	1.07	i
CCCCOc1ccc(C(=O)NNC(=S)NC(=O)CC)cc1	1.91	i
O=C(NCc1ccc2c(c1)OCO2)c1cc2c(s1)CSC2	-0.49	i
COc1ccccc1C(=O)NC(CCSC)C(=O)NNC(=O)c1csc(N2CCOCC2)n1 (stereo not given)	0.19	i
COc1ccc(OCc2n[nH]c(=S)n2-c2ccc(C)cc2)cc1	1.08	i
CCOC(=O)Cc1ccc(NC(=O)c2ccc(C(C)(C)C)cc2)cc1	0.72	i
O=C(N/N=C/c1cccc(Oc2ccccc2)c1)c1ccccc1F	1.71	i
Cc1cc(=O)oc(C)c1C(=O)NC12CC3CC(CC(C3)C1)C2	-0.53	i
COc1ccc(C(=O)NC(=S)N2CCN(c3ccc([N+](=O)[O-])cc3)CC2)cc1	1.29	i
O=C(Cn1cnc2c(nnn2-c2ccccc2)c1=O)N1CCOCC1	0.01	i
O=C(Nc1ccccc1C(=O)N1CCOCC1)c1ccncc1	0.98	i
Cc1ccc(CNC(=O)CCc2c(C)nc3c(c(C)nn3-c3ccc(C)cc3)c2C)cc1	0.63	i
O=C(NC(=S)N(CCO)Cc1ccccc1)c1ccc(S(=O)(=O)N2CCCC2)cc1	-0.53	i
CS(=O)(=O)CCSc1ncccc1C(=O)NCc1cccs1	0.88	i
CSCCC(NC(=O)C1CCC(C)CC1)C(=O)O (stereo not given)	-0.32	i
CC1CCN(c2ccccc2N)CC1	1.2	i
Cc1ccc(C(=O)N2CC3(C)CN(C(=O)c4ccc(C)cc4)CC(C)(C2)C3=O)cc1	-0.26	i
COC(=O)C1CSC(C(=O)OC)N1C(=O)CN1CCN(c2ccccc2)CC1 (stereo not given)	0.02	i
Cn1c(=O)oc2cc(S(=O)(=O)N3CCN(c4ccccn4)CC3)ccc21	-1.09	i

Filtered by structure: the compounds so far containing a nitro group on carbon.
SMILES	Kir21 inh	CHT inh
Cc1cc(NC(=O)c2cccc([N+](=O)[O-])c2)n(-c2ccccc2)n1	1.12	i
CCOc1ccc(N2C(=O)/C(=C\c3ccc(OC)c(O)c3)S(=O)(=O)C2c2cccc([N+](=O)[O-])c2)cc1 (stereo not given)	1.78	i
CCOc1cc(/C=N/O)ccc1OCc1ccc([N+](=O)[O-])cc1	1.15	i
Cc1cccc(N2CCN(C(=S)c3ccc(-c4ccccc4[N+](=O)[O-])o3)CC2)c1	0.11	i
O=C(O)CCCNc1c(C(=O)Nc2ccc(Cl)cc2)cc([N+](=O)[O-])cc1[N+](=O)[O-]	-3.28	i
Cc1cc(C(c2ccc(C)o2)c2ccc(C)o2)c(O)c([N+](=O)[O-])c1	-1.57	i
O=[N+]([O-])c1cc(C(F)(F)F)ccc1N1CCC(O)CC1	0.22	i
COc1ccc(C(=O)NC(=S)N2CCN(c3ccc([N+](=O)[O-])cc3)CC2)cc1	1.29	i

Later entries
SMILES	Kir21 inh	CHT inh
O=C(N/C(=C\c1ccco1)C(=O)N1CCC(O)CC1)c1ccccc1	0.72	i
COc1ccc(Cl)cc1C(=O)NCCCN1CCOCC1	-0.91	i
CN(CCOc1ccc(Br)cc1)C(=O)CNC(=O)c1ccc2ccccc2c1	0.79	i
COc1ccc(NC(=O)c2nc[nH]c2C(=O)NCCCCCNC(=O)OC(C)(C)C)cc1	/	i
CC(=O)c1cc(C#N)c(Oc2ccc(Cl)cc2Cl)nc1C	0.07	i
CCC(=O)Nc1ccc(C(=O)NCCCn2ccnc2)cc1	-0.56	i
COc1nsnc1NS(=O)(=O)c1ccc(NC(=S)NC(=O)c2ccncc2)cc1	1.99	i
C/C(=N\NC(=O)NC1CCCCC1)C1CCCCC1	0.03	i
Cc1cc(C)c(S(=O)(=O)N2CCCC2)c(C)c1	0.66	i
COc1ccc(CCNC(=O)c2ccc(N(C)S(=O)(=O)c3ccccc3)cc2)cc1	0	i
CCCCCCCCOC(=O)C(NC(=O)CCC(=O)Nc1ccc(S(N)(=O)=O)cc1)C(O)c1ccccc1 (stereo not given)	-1.66	i
COc1cccc(-c2nc(CS(=O)(=O)CC(=O)N3CCCCC3)c(C)o2)c1	-0.59	i
COc1cccc(OC)c1C(=O)N1CCN(c2c(Cc3ccccc3)c(C)nc3ncnn23)CC1	-0.3	i
CCOc1ccc(NC(=O)CN(c2cc(C)cc(C)c2)S(=O)(=O)c2c(C)noc2C)cc1	0	i
O=c1ccnc(SCn2nnc3ccccc3c2=O)[nH]1	-0.39	i
COC(=O)/C=C1/S/C(=N/NC(=O)c2ccccc2OC)NC1=O	-0.22	i
CN(c1ccccc1)c1nc(N)c([N+](=O)[O-])c(N2CCCCC2)n1	0.68	i
CCOC(=O)c1cnc2ccccc2c1Nc1cc(C(=O)O)ccc1C	0.44	i
Cc1c(NC(=O)C2CCN(S(=O)(=O)c3cccs3)CC2)c(=O)n(-c2ccccc2)n1C	-1.37	i
C=CCSc1nnc(NC(=O)c2ccc(S(=O)(=O)NCC3CCCO3)cc2)s1 (stereo not given)	-0.83	i
Cc1cc(C(=O)COc2ccccc2C(N)=O)c(C)n1C1CC1	-1.01	i
Cc1c(NC(=O)c2ccc(Cl)s2)c(=O)n(-c2ccccc2)n1C	-0.02	i
CCOC(=O)c1c(NC(=O)COC)sc2c1CCCC2	0.21	i
O=C(CSc1nc2[nH]ncc2c(=O)[nH]1)Nc1ccc(Cl)cc1	-0.27	i
Cn1ncc(N=Cc2ccccc2[N+](=O)[O-])c1C(N)=O	0.05	i
CCCSc1nnc(-c2ccccc2N)c(=O)[nH]1	-0.23	i
CCN(CC(=O)Nc1c(F)cccc1F)C(=O)c1cccc(-n2cccc2)c1	-0.61	i
CCOCCCN1C(=O)CN(C2CCC(C)CC2)C(=O)C1c1ccc(C)cc1 (stereo not given)	-0.45	i
O=C(CCCc1nc(-c2ccccc2)no1)NCc1cccnc1	1.03	i
O=C(COC(=O)c1cc([N+](=O)[O-])ccc1NCCO)c1ccccc1	1.28	i
CS(=O)(=O)N(CC(=O)Nc1ccc(CC#N)cc1)c1ccc(C23CC4CC(CC(C4)C2)C3)cc1	0.21	i
